# Screening results as filed in PubChem.
# CHO parental Ca: counter-screen: ATP calcium response change in parental CHO cells | 330,000 compounds, 0.63% hits | parental CHO-K1, ATP-induced calcium, Fluo-8 fluorescence | inhibition, % at 5.6 µM;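 active = inhibition above that plate's mean sample inhibition plus 3 SD, cut at about 26% in these data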;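 note: 0% = ATP-challenged DMSO wells and 100% = DMSO wells without ATP; some compounds past the cut are filed as inactive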
#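 Material – parental CHO cells · Reagent – ATP stimulus · Compound – single nominal dose of 5.6 µM per compound · Detection – Fluo-8 fluorescence · Read-out basis – percent inhibition of calcium signal · Controls – ATP-challenged DMSO wells low, unchallenged DMSO wells high · Repeats – no replicates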
# CHO-K1 Ca PAM: M1 PAM counterscreen hit in parental CHO-K1 cells; 360,000 compounds, 0.02% hits; ATP EC20, Fluo-8 calcium fluorescence; 0% at ATP EC20, 100% at ATP max; activation, % at 3 µM;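 active = activation above the run cutoff, the mean activation of all test compounds plus 3 SD, cut at about 40% in these data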;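 note: peak over basal fluorescence ratio in a 140 s read after ATP addition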
# TAAR1 antag: antagonists of human TAAR1. Q96RJ0. CHO RD-HGA16 TAAR1, Fluo-8 calcium fluorescence, antagonist. inhibition, % at 3 µM. 360,000 compounds, 1.5% hits. AID 624466;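 active = inhibition above a per-plate cutoff, the mean inhibition of test compounds on that plate plus 3 SD, cut at about 49% in these data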;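 note: 0% = DMSO plus EC80 beta-PEA response and 100% = DMSO alone without agonist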
#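 Test system – hTAAR1-expressing CHO RD-HGA16 cells, Gα16-coupled · Reagent – β-PEA at EC80 concentration, post-compound challenge · Compound dosing – 3 µM, single point · Timing – 140 s kinetic read after compound, 140 s after agonist · Detection – Fluo-8 intracellular calcium dye fluorescence, real-time kinetic reads · Control set – DMSO and EC80 PEA controls · Repeats – n of 1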
# CHO-K1 Ca ag: M1 agonist counterscreen hit in parental CHO-K1 cells | Fluo-8 calcium fluorescence; scaled to maximal ATP response, vehicle zero | activation, % at 3 µM | 360,000 compounds, 0.48% hits; in the data active = activation above about 15%;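 note: untransfected CHO-K1 host cells lacking M1 receptor as counterscreen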
# TAAR1 ag: agonists of human TAAR1. activation, % at 3 µM. Q96RJ0. 360,000 compounds, 0.99% hits. AID 624467. CHO RD-HGA16 TAAR1, Fluo-8 calcium fluorescence; vehicle wells 0%, saturating PEA agonist 100%;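 active = activation above the mean activation of all test compounds in the run plus 3 SD, cut at about 38% in these data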
#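 Test system: RD-HGA16 (CHO) cells co-expressing Gα16 and hTAAR1 / Benchmarks: DMSO vehicle as 0%, PEA at EC100 as 100% / Repeats: no replicates (n 1) / Measure: % activation from peak over basal fluorescence ratio, DMSO-to-PEA scaled / Timing: 17-24 h plating, Fluo-8 75 min 37 °C, 30 min RT / Technique: kinetic Fluo-8 calcium fluorescence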
# CHO-K1 Ca antag: M1 antagonist counterscreen hit in parental CHO-K1 cells | ATP-induced calcium, Fluo-8 fluorescence | inhibition, % at 3 µM | 360,000 compounds, 0.6% hits;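 active = inhibition above a per-plate cutoff, the plate's mean sample inhibition plus 3 SD, cut at about 24% in these data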;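 note: 0% = DMSO plus EC80 ATP and 100% = DMSO alone without ATP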
# V1aR counter: activates human V1a receptor in oxytocin agonist counter-screen | activation, % at 3 µM | 320,000 compounds, 0.25% hits | P37288 | CHO-V1R cells, Fluo-8 calcium fluorescence, agonist mode; 0% DMSO, 100% 3 nM vasopressin | AID 2797;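 active = activation above the mean activation of all tested compounds plus 3 SD, per screening run, cut at about 20% in these data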;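 note: signal is peak over basal fluorescence ratio across a 100 second FLIPR read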
# Target sequence (P37288 whole entry, looked up): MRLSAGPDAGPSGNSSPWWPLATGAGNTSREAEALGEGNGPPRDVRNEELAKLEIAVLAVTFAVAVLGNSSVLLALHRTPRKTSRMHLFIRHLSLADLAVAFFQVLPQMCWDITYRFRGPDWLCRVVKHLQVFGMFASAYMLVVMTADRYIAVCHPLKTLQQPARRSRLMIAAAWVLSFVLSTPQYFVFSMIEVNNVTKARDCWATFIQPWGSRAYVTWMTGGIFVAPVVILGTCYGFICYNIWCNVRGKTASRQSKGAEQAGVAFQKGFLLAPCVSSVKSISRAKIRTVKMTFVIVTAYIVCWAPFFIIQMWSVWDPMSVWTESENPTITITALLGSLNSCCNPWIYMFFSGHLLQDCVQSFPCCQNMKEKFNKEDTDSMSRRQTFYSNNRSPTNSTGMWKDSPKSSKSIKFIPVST
# OXTR potentiator: human OXTR potentiation | P30559 | CHO-OTR cells, Fluo-8 calcium fluorescence, potentiator mode; 0% = oxytocin EC15, 100% = EC100 | activation, % at 3 µM | 320,000 compounds, 0.061% hits;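 active = activation above that plate's cutoff, the mean activation of tested compounds plus 3 SD, cut at about 6.6% in these data, passing the limit was not always enough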;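 note: 100% uses oxytocin at 75 nM as the full agonist control; some results filed as inactive read as strong as hits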
#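 Assay system: CHO-OTR cells, human receptor / Also added: oxytocin at about EC15, sub-maximal agonist stimulus / Dosing: single dose, 3.0 µM nominal final compound concentration / Incubation: 6 min pre-incubation, 100 s read / Technique: Fluo-8 calcium dye fluorescence / Read-out: % activation vs EC15 and EC100 oxytocin / Benchmarks: EC15 oxytocin low, 75 nM oxytocin high / Replicates: singlicate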
# M1 ag: activates human CHRM1 receptor; activation, % at 3 µM; P11229; CHO-K1 hM1, Fluo-8 calcium fluorescence, agonist mode; 0% DMSO, 100% acetylcholine EC100; 360,000 compounds, 0.33% hits; AID 588814;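 active = activation above the run's mean compound activation plus 3 SD, cut at about 16% in these data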;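 note: peak over basal fluorescence ratio within a 140 s kinetic read after compound addition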
# Target sequence (P11229 whole entry, looked up): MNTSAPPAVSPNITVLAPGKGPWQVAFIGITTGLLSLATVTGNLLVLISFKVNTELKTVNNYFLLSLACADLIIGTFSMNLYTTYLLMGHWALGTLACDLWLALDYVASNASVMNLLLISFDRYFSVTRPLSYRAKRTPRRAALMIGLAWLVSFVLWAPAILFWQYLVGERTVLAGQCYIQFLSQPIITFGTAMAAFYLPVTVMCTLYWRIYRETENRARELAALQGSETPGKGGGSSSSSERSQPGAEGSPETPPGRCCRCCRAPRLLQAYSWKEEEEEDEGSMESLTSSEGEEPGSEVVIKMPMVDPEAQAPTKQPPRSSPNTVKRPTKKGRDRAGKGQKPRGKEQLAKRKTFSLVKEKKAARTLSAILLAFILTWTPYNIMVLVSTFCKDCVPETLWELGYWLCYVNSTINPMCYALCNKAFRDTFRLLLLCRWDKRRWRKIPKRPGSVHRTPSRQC
# An asterisk follows results filed as active; . = no result given.
SMILES,CHO parental Ca,CHO-K1 Ca PAM,TAAR1 antag,CHO-K1 Ca ag,TAAR1 ag,CHO-K1 Ca antag,V1aR counter,OXTR potentiator,M1 ag
CCn1c(SCC(=O)Nc2ccc3[nH]c(=O)[nH]c3c2)nc2ccccc21,-11,8,-5,0.2,0,-21,-0.3,-4,-9
COc1ccc(C(C(=O)NCC2CCCO2)N(Cc2cccs2)C(=O)c2snc(C(N)=O)c2N)cc1 (stereo unspecified),-36,-16,59*,6.8,19,8,5.4,-14,-1
c1ccc(-c2cnn3c(-c4ccccc4)c(-c4ccccc4)nc3n2)cc1,.,11,63*,31*,77*,28*,.,.,52*
Cc1ccc(/C(O)=C2/C(=O)C(=O)N(CCN3CCOCC3)C2c2ccccn2)cc1 (stereo unspecified),15,11,-12,0.0,12,-2,-0.3,-3,-2
Cc1csc(NC(=O)CSc2nc3[nH]c(=O)cc(O)c3s2)n1,.,-2,4,0.0,2,-3,.,.,-5
COc1ccccc1NC(=O)C(=O)c1cn(CC(=O)N2CCOCC2)c2ccccc12,-17,26,-9,1.6,15,-8,1.9,-7,-1
CNC(=O)c1ccc(NC(=O)Nc2ccccc2)cc1,-4,5,10,0.4,40*,-2,0.9,1,-2
CCOC(=O)CN(C(=O)CNC(=O)c1cccs1)C(C(=O)NC1CCCC1)c1cccnc1 (stereo unspecified),4,-2,-3,-0.3,5,-2,0.0,-17,-3
Cc1nnc(SCc2c(Cl)cccc2Cl)n(N)c1=O,-14,4,1,0.2,8,-9,-0.2,4,-3
Cc1nnsc1C(=O)Nc1ccc(S(=O)(=O)N2CCCCC2C)cc1 (stereo unspecified),-1,-2,5,5.7,6,-11,10,-10,2
c1ccc(OCCCCn2cnc3ccccc32)cc1,9,10,-5,5.0,5,1,5.7,-29,-1
OC(c1ccc(F)cc1)c1nc(/C=C/c2ccccc2)cs1 (stereo unspecified),.,-1,29,0.2,4,8,.,.,-1
COCCCn1c(=O)c2ccccc2n(CC(=O)NC2CCCC2)c1=O,8,5,-1,1.0,-2,-10,-0.6,6,0
COc1cccc(N2CCN(C(=O)c3cccc(NC4=NC5CS(=O)(=O)CC5S4)c3)CC2)c1 (stereo unspecified),-8,-6,-19,4.8,4,24*,1.6,-2,-2
c1ccc(C[n+]2csc3ccccc32)cc1,29*,-4,-5,0.0,20,-3,-0.6,4,-4
CC(C)NC(=O)C(C)Oc1ccc(S(=O)(=O)NCc2ccc3c(c2)OCO3)cc1 (stereo unspecified),-18,9,4,1.7,1,-1,0.9,-1,-2
Cc1cccc(N(CC(=O)NCc2ccco2)C(=O)CNS(=O)(=O)c2ccc(F)cc2)c1,3,4,-10,0.4,1,-12,-0.4,-6,-3
O=C(NCc1ccccn1)c1cccs1,-7,17,-1,0.3,2,-1,-0.4,5,-2
Cc1cc2ncc(-c3ncc(C(F)(F)F)cc3Cl)cn2n1,-2,14,5,0.4,0,-8,-1.1,-6,-5
CCOC(=O)c1[nH]c(C=O)c(C(=O)OCC)c1C,3,16,11,0.6,0,-5,-0.3,-2,3
COc1ccc(C(=O)NCc2ccc(S(N)(=O)=O)cc2)cc1[N+](=O)[O-],-17,4,6,-0.2,7,-1,-0.2,-7,-10
COc1cc(C(=O)N[C@H](C(=O)Nc2nnc(C3CC3)s2)C(C)C)cc(OC)c1OC,-27,-7,-24,-0.5,-1,5,-1.6,-6,-6
CCc1nnc(NC(=O)CCC(=O)NC2CCCCC2)s1,-11,23,3,0.6,4,-14,4.3,-3,-3
NNC(=O)CN1CCCc2ccccc21,-6,14,-15,-0.2,9,-2,-0.8,-4,-7
COc1cccc(CN(CC(=O)NCc2ccc(F)cc2)C(=O)c2ccco2)c1,-15,-4,-5,5.1,15,-6,1.2,-6,8
CC(C)(C)NC(=O)CSc1ccc(S(=O)(=O)N2CCOCC2)cn1,-3,4,-10,1.1,3,-2,0.8,-8,1
CCCCN(CCCC)C(=S)NC(=O)c1ccccc1Cl,-24,10,-23,-0.3,-1,5,-0.8,-4,-10
CC1CCN(S(=O)(=O)c2cccc(C(=O)O)c2)CC1,-4,25,5,1.0,2,-12,1.3,-3,-5
COc1ccc(OCC(O)CN2CCN(c3ccccc3)CC2)cc1 (stereo unspecified),-7,10,-7,0.6,15,-13,-0.5,0,-5
COc1ccccc1N(O)C1CC(=O)N(c2ccc(F)cc2)C1=O (stereo unspecified),-13,2,10,0.2,3,2,0.7,-13,1
O=C(Nc1ccc(Cl)cc1)N1CCc2ccccc2C1,-20,-10,0,0.7,30,4,0.2,-11,-13
COC(=O)c1cc(CNC(=O)c2ccc(S(=O)(=O)N(C)c3ccccc3)cc2)ccc1OC,-18,6,27,4.9,9,-11,24*,-7,-4
CCOP1(=O)C=C(C(C)(C)C)OC1c1ccc(F)cc1 (stereo unspecified),4,4,-16,0.2,7,6,0.4,-5,-1
CCOc1ccccc1OCC(=O)OCc1csc(CC(=O)Nc2ccccc2C)n1,-6,-17,11,0.0,2,9,-1.8,-10,-4
CCc1noc(C)c1C(=O)Nc1nc(-c2ccc(OC)c(OC)c2)cs1,-18,3,41,8.9,8,-3,2.5,5,-3
CCS(=O)(=O)Nc1cccc(-c2cc(-c3ccccc3)c3cc(C)ccc3n2)c1,-30,7,34,0.0,5,3,-0.3,-8,-3
N#Cc1ccc(-c2ccccc2)nc1Sc1ccc(F)cc1,-1,12,-18,-0.2,11,1,-0.2,-12,-2
Cc1ccc(C)c(NC(=O)c2ccccn2)c1,-11,-6,-18,-0.2,8,5,-1.3,-2,-5
Cc1ccc(F)cc1-c1nc(NC(C)C)nc2cc(-c3ccccc3)sc12,.,-9,-46,-0.2,2,0,.,.,-4
CC(=O)NNC(=O)c1ccncc1,-4,14,-16,0.2,7,-4,1.5,1,-4
COc1ccc2nc(N3C(=O)CC(Cc4ccc(C)cc4)C3=O)sc2c1 (stereo unspecified),-28,4,-7,0.1,0,-1,0.9,3,-5
Cc1ccc(C(C)C)cc1-n1nnc(-c2cccc(Cc3ccc4ccccc4c3)c2)c1C(C)O (stereo unspecified),.,0,-5,0.3,3,-4,.,.,-4
CCc1nc2c(OCc3ccccc3C)cccn2c1N(C)C(=O)CC(C)C,.,13,-4,0.0,1,-7,.,.,-9
Cn1c(=O)c(=O)n(C)c2cc(S(=O)(=O)N3CCCCCC3)ccc21,-6,7,4,0.1,8,-7,-0.7,1,-5
CCOC(=O)CSCC(=O)Nc1ccc(S(=O)(=O)N2CCCCC2)cc1,-10,7,-6,0.8,5,9,0.4,-16,-3
CCOc1ccccc1N(CC(=O)Nc1ccc(OC)cc1OC)S(=O)(=O)c1ccccc1,0,22,-32,-0.2,-2,-14,-0.6,-16,-5
C=CCn1c(SCC(=O)N(C)C)nc2cc(C(=O)O)ccc2c1=O,-1,24,-13,1.0,8,-19,0.9,0,-3
CN(C)C(=O)CCCCCCCCC(=O)N(C)C,-7,8,-17,0.5,-1,-5,0.4,-1,-4

# 10 compounds already listed, ordered by SMILES length, high to low:
SMILES,CHO parental Ca,CHO-K1 Ca PAM,TAAR1 antag,CHO-K1 Ca ag,TAAR1 ag,CHO-K1 Ca antag,V1aR counter,OXTR potentiator,M1 ag
CCOc1ccccc1N(CC(=O)Nc1ccc(OC)cc1OC)S(=O)(=O)c1ccccc1,0,22,-32,-0.2,-2,-14,-0.6,-16,-5
CCS(=O)(=O)Nc1cccc(-c2cc(-c3ccccc3)c3cc(C)ccc3n2)c1,-30,7,34,0.0,5,3,-0.3,-8,-3
Cn1c(=O)c(=O)n(C)c2cc(S(=O)(=O)N3CCCCCC3)ccc21,-6,7,4,0.1,8,-7,-0.7,1,-5
Cc1ccc(F)cc1-c1nc(NC(C)C)nc2cc(-c3ccccc3)sc12,.,-9,-46,-0.2,2,0,.,.,-4
COc1ccc2nc(N3C(=O)CC(Cc4ccc(C)cc4)C3=O)sc2c1 (stereo unspecified),-28,4,-7,0.1,0,-1,0.9,3,-5
CCc1nc2c(OCc3ccccc3C)cccn2c1N(C)C(=O)CC(C)C,.,13,-4,0.0,1,-7,.,.,-9
C=CCn1c(SCC(=O)N(C)C)nc2cc(C(=O)O)ccc2c1=O,-1,24,-13,1.0,8,-19,0.9,0,-3
N#Cc1ccc(-c2ccccc2)nc1Sc1ccc(F)cc1,-1,12,-18,-0.2,11,1,-0.2,-12,-2
CN(C)C(=O)CCCCCCCCC(=O)N(C)C,-7,8,-17,0.5,-1,-5,0.4,-1,-4
CC(=O)NNC(=O)c1ccncc1,-4,14,-16,0.2,7,-4,1.5,1,-4

# (continued)
SMILES,CHO parental Ca,CHO-K1 Ca PAM,TAAR1 antag,CHO-K1 Ca ag,TAAR1 ag,CHO-K1 Ca antag,V1aR counter,OXTR potentiator,M1 ag
C=CCn1c(CCNC(=O)c2ccccc2F)nnc1SCC(=O)Nc1ccccc1F,-9,-4,-30,1.4,1,-4,-1.1,-6,-1
C=CCN(c1cccc(C(F)(F)F)c1)S(=O)(=O)c1cccc(C(=O)OCC(=O)Nc2ccccc2)c1,-8,0,3,1.8,2,-6,3.7,-9,-6
N#Cc1ccc(NCC(=O)Nc2ccc3c(c2)OCCO3)cc1,-3,2,13,1.1,11,0,-0.1,-9,-3
C[C@@H]1C=C(C(=O)O)O[C@H](OCc2ccc(CO)cc2)C1,-5,10,5,0.1,15,-10,1.2,4,-4
CCOc1cc(NS(=O)(=O)c2ccc(OC)cc2)c(OCC)cc1NC(=O)c1ccco1,-13,17,30,0.5,1,1,1.7,-4,-6
Cc1cc(-c2ccccc2)nc2cc(C(=O)NCc3ccco3)nn12,-27,17,7,-0.2,-2,13,-1.1,7,-4
O=C1NC(=S)N/C1=C/c1cc([N+](=O)[O-])ccc1O,5,-10,-23,0.2,2,-5,3.6,-9,-1
